# FBW7 activator: activators of human E3 ligase FBW7; AlphaScreen FBW7–phospho-cyclin E peptide binding, activator screen; normalized activity (activation), % at 26.1 µM; 0.13% of 650,000 active; in the data active means normalized activity above about 1.9%;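 further: purified mutant Fbw7 with reduced substrate affinity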
# MITF inh: human MITF inhibition, primary screen; O75030; 0.91% of 650,000 active; inhibition, % at 2.6 µM; AID 1259374; AlphaScreen MITF homodimerization, bead proximity signal; in the data active means inhibition above about 50%;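 further: 0% = vehicle wells with protein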
# Target sequence (O75030 whole entry, looked up): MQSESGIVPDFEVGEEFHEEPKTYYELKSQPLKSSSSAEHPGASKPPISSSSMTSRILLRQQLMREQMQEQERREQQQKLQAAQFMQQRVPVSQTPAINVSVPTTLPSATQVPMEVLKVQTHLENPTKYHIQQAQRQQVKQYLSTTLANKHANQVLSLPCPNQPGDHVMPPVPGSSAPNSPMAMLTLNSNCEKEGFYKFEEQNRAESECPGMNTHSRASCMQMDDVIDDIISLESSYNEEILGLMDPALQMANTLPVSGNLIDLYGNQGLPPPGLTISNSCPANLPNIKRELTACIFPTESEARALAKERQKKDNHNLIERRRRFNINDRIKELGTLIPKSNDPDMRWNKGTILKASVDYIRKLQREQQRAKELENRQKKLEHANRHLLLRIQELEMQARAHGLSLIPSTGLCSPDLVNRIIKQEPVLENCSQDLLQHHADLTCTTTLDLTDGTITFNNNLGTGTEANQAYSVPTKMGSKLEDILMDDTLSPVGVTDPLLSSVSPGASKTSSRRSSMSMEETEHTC
# TEAD-YAP block: TEAD-YAP interaction inhibition | inhibition, % at 9.12 µM | AID 1259422 | 1.4% of 640,000 active | HEK-TIYL cells, TEAD-Gal4/YAP UAS-luciferase luminescence; in the data active means inhibition above about 32%;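 further: 0% = median of test compound wells and 100% = reference inhibitor wells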
# GPR151 activ: activates the human receptor GPR151; Q8TDV0; PathHunter beta-arrestin GPR151 cells, luminescence; activation, % at 11.2 µM; 1% of 650,000 active; AID 1508602; in the data active means activation above about 4.9%;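 further: 0% = median of compound wells and 100% = cells with positive control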
# Target sequence (Q8TDV0 whole entry, looked up): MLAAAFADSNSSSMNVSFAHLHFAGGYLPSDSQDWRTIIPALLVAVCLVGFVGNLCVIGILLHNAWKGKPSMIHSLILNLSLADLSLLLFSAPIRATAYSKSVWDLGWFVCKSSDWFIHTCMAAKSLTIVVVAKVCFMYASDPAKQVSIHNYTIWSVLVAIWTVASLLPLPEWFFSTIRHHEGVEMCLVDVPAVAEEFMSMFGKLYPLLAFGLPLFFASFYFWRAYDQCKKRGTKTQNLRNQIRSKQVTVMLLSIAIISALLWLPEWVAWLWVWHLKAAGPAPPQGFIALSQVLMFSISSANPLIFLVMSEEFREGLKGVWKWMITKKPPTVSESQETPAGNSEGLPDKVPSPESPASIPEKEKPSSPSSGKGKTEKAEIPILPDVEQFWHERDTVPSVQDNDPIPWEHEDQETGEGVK
# Starred values were filed as active, the others as inactive.
structure,FBW7 activator,MITF inh,TEAD-YAP block,GPR151 activ
COCCCNC(=S)NNS(=O)(=O)c1ccc(Br)cc1,0.1,4,14,-0.6
Cc1ccc(N=c2c([N+](=O)[O-])nn(-c3ccccc3)n2O)cc1Cl,-0.2,2,14,1.3
Cc1ccc(C(=O)O)cc1S(=O)(=O)N1CCCCCC1,-0.1,8,-4,0.4
COc1cccc(NC(=O)Nc2nnc(-c3ccc(OC)c(OC)c3)s2)c1,0.1,-2,-1,1.6
COc1ccc(OC)c(-n2cnnn2)c1,-0.2,7,1,0.7
CCOc1cc(/C=c2\sc3n(c2=O)C(c2ccc(OC)cc2)C(C(=O)OC)=C(C)N=3)ccc1OC(C)=O (configuration not stated),0.0,7,13,0.1
CC(C)(C)CC(C)(C)NC1=CC(=O)OC12CCCCC2,0.0,16,-2,0.2
CCCCn1c(=N)n(CC(O)c2ccc(Br)cc2)c2ccccc21 (configuration not stated),0.0,4,5,0.2
CC(C)c1ccc(NS(=O)(=O)c2cnc[nH]2)cc1,-0.1,-16,2,0.0
CCN(C(=O)C1CCCN1S(=O)(=O)c1cccc2nsnc12)c1cccc(C)c1 (configuration not stated),0.0,17,7,8.2*
COc1cc(NC(=O)c2ccc(Cl)cc2[N+](=O)[O-])cc(OC)c1,-0.2,-1,3,-0.7
Cc1ccccc1C(=O)N(CC#N)CC#N,-0.1,-16,-5,-0.4

# Further records follow.
structure,FBW7 activator,MITF inh,TEAD-YAP block,GPR151 activ
COc1cc(OC)cc(C(=O)Nc2ccc(S(=O)(=O)N3CCCCC3c3cccnc3)cc2)c1 (configuration not stated),0.1,-17,-11,-1.6
Cc1cccc(C(=O)NNC(=O)Nc2ccccc2)c1,0.6,14,-3,-0.9
O=C(Nc1ccc(Cl)cc1C(F)(F)F)c1cc(S(=O)(=O)N2CCC3(CC2)OCCO3)ccc1F,0.0,2,-5,1.5
CCOC(=O)COc1ccc(/C=C2/NC(=O)N(Cc3ccccc3F)C2=O)cc1OC,0.0,1,-7,0.0
CCC(C)OC(=O)C1=C(C)NC(=O)CC1c1cccc(Cl)c1Cl (configuration not stated),0.3,-6,0,0.7
CCOc1ccccc1C(=O)NCC(=O)OCC(=O)Nc1c(C)cccc1CC,-0.2,-1,-8,-0.1
COCCNC(=S)N/N=C/c1ccc(Cl)c([N+](=O)[O-])c1,0.1,-10,-1,-0.8
CCNC(=O)CSc1ncnc2sc(C)c(C)c12,-0.1,5,2,1.2
CC1(C)CC(C(=O)N2CCOc3ccc(CN4CCc5ccccc5C4)cc3C2)CCO1 (configuration not stated),-0.2,1,20,0.1
c1ccc(CN2CCN(Cc3ccco3)CC2)cc1,-0.2,13,8,0.0
COC(=O)C1C(=O)OC(C)(C)C1C(C)C(=O)c1ccc(F)cc1 (configuration not stated),-0.1,-10,-5,-1.0
O=C1N[C@@H](Cc2ccccc2)C(=O)N2CCN(C(=O)c3ccc(OC(F)(F)F)cc3)C[C@H]12,0.1,5,1,-1.0

# Further records follow:
structure,FBW7 activator,MITF inh,TEAD-YAP block,GPR151 activ
CCSc1nnc2c(n1)OC(C(=O)c1ccc(Br)cc1)Nc1ccccc1-2 (configuration not stated),-0.1,-1,-6,3.0
COc1ccc(/C=N/NC(=O)COc2ccc(OC)cc2I)cc1,-0.2,-12,-2,0.4
Cc1cccc(N2C(=O)C(Cl)=C(Nc3ccc(F)cc3)C2=O)c1,0.1,2,-7,-0.1
C[C@H](Cn1nnc2ccccc21)NC(=O)c1cc(=O)c2ccccc2o1,0.1,0,5,0.0
COC(=O)C1C(=O)c2c([nH]c(C(=O)OC3CCCC3)c2C)CC1C (configuration not stated),-0.1,3,-20,0.2
CCOc1ccc(/C=N\Nc2cn[nH]c(=O)c2Cl)cc1OC,-0.1,-3,-16,-1.5
O=CNC(NC(=S)Nc1ccc(F)cc1)C(Cl)(Cl)Cl (configuration not stated),0.5,23,5,-1.0
O=C1CC2c3ccccc3C1C1C(=O)N(c3ccccc3)C(=O)C21 (configuration not stated),-0.2,-7,-2,8.7*
O=C(CCCCCn1c(=S)[nH]c2ccsc2c1=O)NCC1CCCO1 (configuration not stated),0.1,16,7,-1.1
O=C1CC(=O)N2C=CC=CC2=N1,0.2,-4,-2,-0.3
CC1CCCN(C(=O)Cn2c(=O)oc3cc(S(=O)(=O)N4CCCCC4C)ccc32)C1 (configuration not stated),0.2,0,6,0.4
OC1CCN(Cc2ccc3c(c2)CN(Cc2ccc4c(c2)CCO4)CCO3)CC1,0.5,8,-2,0.0

# Next section:
structure,FBW7 activator,MITF inh,TEAD-YAP block,GPR151 activ
CCOC(=O)C(C(=O)Nc1ccc(Br)cc1)C1CCCCC1 (configuration not stated),0.1,9,4,-1.7
CC1(C)Cc2c(ccc3ccccc23)C(CCl)=N1,-0.1,19,3,1.7
COc1ccc(N2C(=O)C3ON(c4ccccc4C)C(c4cccnc4)C3C2=O)cc1 (configuration not stated),0.7,17,9,0.7
CCC(Sc1nc2ccsc2c(=O)n1CC(=O)OC)C(=O)Nc1cccc(OC)c1 (configuration not stated),0.5,10,1,0.9
CN(C)C(=O)CSc1nc2ccccc2n1CC(=O)N1CCCC1,0.1,13,-7,-1.3
COC(=O)[C@@H](NS(=O)(=O)c1ccc(Cl)c(Cl)c1)C(C)C,0.1,-3,-4,1.1
CCOc1cccc(/C=C2\N=C(c3cccc(F)c3)OC2=O)c1,-0.1,-7,-1,-0.9
Cc1ccc(NC(=O)Cn2nc([N+](=O)[O-])nc2Br)cc1C,0.0,-7,0,-0.5
Cc1ccccc1NC(=O)N1CCCC1C(=O)NCC(C)C (configuration not stated),-0.1,4,3,0.5
CCOC(=O)c1sc2nc(SCC(=O)NCCc3ccccc3)n(Cc3ccccc3OC)c(=O)c2c1C,0.0,-18,-3,-2.4
COc1nc(NC2CCCCC2)nc(N2CCCCCC2)n1,-0.1,9,-3,0.3
COc1ccc(N2CCCS2(=O)=O)cc1NC(=O)c1cccc(C)c1,-0.2,-10,8,2.1

# (more compounds)
# Results follow in this order: FBW7 activator	MITF inh	TEAD-YAP block	GPR151 activ
- COc1ccc(NC(=S)NCCCCCC(=O)C[N+](=O)[O-])cc1
  -0.1	-7	1	1.3
- COc1ccccc1NC(=O)c1ccc(SCC(=O)NCc2cccnc2)c([N+](=O)[O-])c1
  0.1	8	-4	-0.8
- COc1ccc(CNC(=O)N2CCN(Cc3nc4ccccc4n3C)CC2)cc1
  -0.5	43	-5	-0.7
- Cc1ccc(N(CC(=O)Nc2ccc(Cl)cc2C)S(C)(=O)=O)cc1Cl
  0.1	-6	13	0.3
- CC1(C)CC2=NN(c3ccccc3)P(=O)(N3CCCCCC3)C2=C(N2CCCC2)C1 (configuration not stated)
  0.0	8	9	0.4
- COc1c([N+](=O)[O-])cc(C(=O)N/N=C/c2ccc(Br)o2)cc1[N+](=O)[O-]
  -0.1	5	5	-2.5
- Cc1ccc2c(CSc3nncs3)cc(=O)oc2c1
  0.0	8	-1	2.7
- Cc1ccccc1OCc1nc2c3c(-c4ccccc4)c(-c4ccccc4)oc3ncn2n1
  -0.2	-9	-1	0.5
- CCOc1ccc(CCNC(=O)Cn2c(-c3nonc3N)nc3ccccc32)cc1OCC
  0.4	7	17	-0.3
- CCC(=O)N1c2ccccc2-c2nnc(SC)nc2OC1c1cc(Br)c(OC)c(OC)c1 (configuration not stated)
  0.2	17	-19	0.7

# 11 entries out of the list, ordered by molecular weight, falling.
# Results follow in this order: FBW7 activator	MITF inh	TEAD-YAP block	GPR151 activ
- CCOC(=O)c1sc2nc(SCC(=O)NCCc3ccccc3)n(Cc3ccccc3OC)c(=O)c2c1C
  0.0	-18	-3	-2.4
- CCC(=O)N1c2ccccc2-c2nnc(SC)nc2OC1c1cc(Br)c(OC)c(OC)c1 (configuration not stated)
  0.2	17	-19	0.7
- COc1ccccc1NC(=O)c1ccc(SCC(=O)NCc2cccnc2)c([N+](=O)[O-])c1
  0.1	8	-4	-0.8
- CCOc1ccc(CCNC(=O)Cn2c(-c3nonc3N)nc3ccccc32)cc1OCC
  0.4	7	17	-0.3
- Cc1ccccc1OCc1nc2c3c(-c4ccccc4)c(-c4ccccc4)oc3ncn2n1
  -0.2	-9	-1	0.5
- Cc1ccc(N(CC(=O)Nc2ccc(Cl)cc2C)S(C)(=O)=O)cc1Cl
  0.1	-6	13	0.3
- COc1ccc(N2CCCS2(=O)=O)cc1NC(=O)c1cccc(C)c1
  -0.2	-10	8	2.1
- COc1ccc(NC(=S)NCCCCCC(=O)C[N+](=O)[O-])cc1
  -0.1	-7	1	1.3
- COc1nc(NC2CCCCC2)nc(N2CCCCCC2)n1
  -0.1	9	-3	0.3
- Cc1ccccc1NC(=O)N1CCCC1C(=O)NCC(C)C (configuration not stated)
  -0.1	4	3	0.5
- Cc1ccc2c(CSc3nncs3)cc(=O)oc2c1
  0.0	8	-1	2.7

# (listing goes on)
# Results follow in this order: FBW7 activator	MITF inh	TEAD-YAP block	GPR151 activ
- CS(=O)(=O)C1=NN2C(=N)/C(=C\c3ccc(-c4ccc([N+](=O)[O-])cc4)o3)C(=O)N=C2S1
  -0.2	4	9	-0.6
- COc1cc(C(=O)N2c3ccccc3N3C(c4c(C)cc(C)cc4C)=NON23)cc(OC)c1OC
  0.2	-1	-9	0.4
- Cc1ccc2nc(C)c(NC(=O)C3CC3)c(=O)n2c1
  -0.2	0	-8	-0.3
- O=C(Nc1ccc(F)cc1)c1cnc2n(c1=O)CCS2
  -0.1	-6	-38	-0.5
- Cc1ccc(Cl)cc1N1CCN(S(=O)(=O)c2ccccc2[N+](=O)[O-])CC1
  0.4	12	0	1.8
- COc1ccccc1CNC(=O)c1sc2ncn(CC(=O)N3CCC(C)CC3)c(=O)c2c1C
  0.0	-8	0	-0.1
- COCCn1c(CCC(=O)O)ccc1-c1ccc(Br)cc1
  -0.1	-2	-5	0.5
- CC(Sc1nnc(N)s1)C(=O)N1CCCC1 (configuration not stated)
  -0.1	6	4	-0.1
- COC(=O)C1=CN(CC2CCCO2)C=C(C(=O)OC)C1c1cc(Br)c(OC)c(OC)c1 (configuration not stated)
  0.5	-14	1	2.1
- CCOC(=O)C1CCCN(S(=O)(=O)c2cc3[nH]c(=O)c(=O)[nH]c3cc2C)C1 (configuration not stated)
  -0.1	-7	-4	-0.7

# Remaining list, next part
# Results follow in this order: FBW7 activator	MITF inh	TEAD-YAP block	GPR151 activ
- CCCCCOC(=O)C1=C(C)NC2=C(C(=O)CC(C)(C)C2)C1c1ccc(Cl)c(Cl)c1 (configuration not stated)
  0.3	12	-5	0.1
- CCOc1ccccc1-n1c(SCC(=O)NCC(C)C)nnc1-c1ccncc1
  0.0	-7	9	0.2
- C#CCN(CC=C)C(=O)CC1C(=O)NCCN1C/C=C/c1ccccc1OC (configuration not stated)
  0.0	2	1	0.3
- CCOc1ncccc1C(=O)OCC(=O)Nc1ccc(F)c([N+](=O)[O-])c1
  -0.1	-18	5	-0.3
- OCCNc1nc(N2CCN(c3ccccn3)CC2)nc2c1ncn2Cc1ccc(C(F)(F)F)cc1
  -0.1	4	0	0.9
- COC(=O)c1nnn(-c2nonc2N)c1CN1CCN(C)CC1
  0.5	-3	7	2.2
- O=S(=O)(Nc1ccc2ocnc2c1)c1cccs1
  -0.1	-3	2	-0.8
- O=C(CCCn1c(SCC(=O)c2ccc(F)cc2)nc2ccccc2c1=O)NCC1CCCO1 (configuration not stated)
  0.6	15	-11	-1.2
- CN1CCN(C(CNS(=O)(=O)c2cc(F)ccc2F)c2cccnc2)CC1 (configuration not stated)
  -0.1	5	-32	-0.7
- COc1ccccc1-c1nnc(Nc2nc3ccc(F)cc3s2)o1
  -0.1	0	-2	-0.1

# (further entries)
# Results follow in this order: FBW7 activator	MITF inh	TEAD-YAP block	GPR151 activ
- CCN(CC)S(=O)(=O)c1cccc(C(=O)N2c3ccccc3Sc3ccccc32)c1
  -0.1	-1	2	-1.1
- Cc1ccc(C)c(CN2CCN3C(=O)[C@H](Cc4cnc[nH]4)NC(=O)[C@H]3C2)c1
  -0.1	-8	-15	1.6
- Cc1ccccc1CN1CCN(S(=O)(=O)c2ccc3ccccc3c2)CC1
  0.8	0	2	0.7
- CC(C)NC(=O)CCc1nc2ccccc2n1-c1ccccc1
  0.0	18	2	-0.7
- CCCCc1ccc(NC(=O)CSc2nc3c(c(=O)n2C)SC(C)C3)cc1 (configuration not stated)
  -0.1	-7	12	-0.7
- CCCc1ccc2c(n1)sc1c(=O)oc(C)nc12
  0.1	5	5	0.3
- COc1ccc(C2=CC(c3ccc(OC)cc3)n3nnnc3N2)cc1 (configuration not stated)
  0.3	18	-6	0.5
- COc1ccccc1CCNC(=O)C(=O)NCC1OCCN1S(=O)(=O)c1ccccc1 (configuration not stated)
  0.0	6	5	0.1
- CCCn1c(CCCNC(=O)COC)nc2ccccc21
  0.1	8	-6	-0.2
- Cc1ccc(NC(=O)CN(c2ccc(F)c(Cl)c2)S(C)(=O)=O)cc1
  -0.2	-8	-3	2.8

# (listing goes on)
# Results follow in this order: FBW7 activator	MITF inh	TEAD-YAP block	GPR151 activ
- CCc1nnc(NC(=O)CSc2nccn2Cc2ccc(Cl)cc2)s1
  -0.2	-12	3	-0.7
- O=C(NC(O)C(=O)c1cccs1)c1cccnc1 (configuration not stated)
  -0.2	10	15	-0.5
- CCOc1cc(/C=C2\N=C(c3ccc(Cl)cc3)OC2=O)ccc1OC(C)=O
  0.1	18	-8	0.0
- CSc1ccccc1NC(=O)c1ccc(N2CC3CC(C2)c2cccc(=O)n2C3)c(NC(=O)c2cc3ccccc3oc2=O)c1 (configuration not stated)
  -0.1	21	5	-1.6
- COc1ccc(C(CC(=O)Nc2nccs2)n2cccc2)cc1 (configuration not stated)
  -0.1	8	-56	-0.7
- CCOC(=O)c1sc2ncnc(Nc3ccc(C)cc3C)c2c1C
  0.0	4	55*	-0.2

# Screening data: PubChem BioAssay, The Scripps Research Institute Molecular Screening Center
